Screening data deposited in PubChem BioAssay by Sanford-Burnham Center for Chemical Genomics.
hIAP act: increases human intestinal alkaline phosphatase activity | purified human IAP, CDP-Star luminescence, 30 min; active compounds read high; 1 = vehicle-only enzyme, 0 = enzyme-free background | activation factor at 10 µM | hit rate 0.16% among 330,000;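 active = activation factor of the enzyme at least 2-fold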; also: the source names both 10 and 20 µM as test concentration; values of inactives mirror those of a sister screen read the other way
Target sequence (P09923 whole entry, looked up): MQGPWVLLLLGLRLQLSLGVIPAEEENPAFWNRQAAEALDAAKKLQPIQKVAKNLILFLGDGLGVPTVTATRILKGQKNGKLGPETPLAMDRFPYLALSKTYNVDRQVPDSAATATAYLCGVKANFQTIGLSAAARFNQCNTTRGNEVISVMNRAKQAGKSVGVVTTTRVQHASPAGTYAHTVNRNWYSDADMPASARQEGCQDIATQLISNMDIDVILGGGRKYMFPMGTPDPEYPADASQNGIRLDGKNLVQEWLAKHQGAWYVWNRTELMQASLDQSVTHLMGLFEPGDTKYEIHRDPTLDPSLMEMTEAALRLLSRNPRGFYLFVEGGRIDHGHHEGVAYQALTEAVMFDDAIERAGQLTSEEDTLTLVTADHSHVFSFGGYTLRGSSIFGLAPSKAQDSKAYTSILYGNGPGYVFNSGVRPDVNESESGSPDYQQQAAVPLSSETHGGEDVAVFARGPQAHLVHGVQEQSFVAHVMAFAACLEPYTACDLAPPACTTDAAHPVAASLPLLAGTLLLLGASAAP
hIAP block: blocks human intestinal alkaline phosphatase; AID 2544; inhibition, % at 10 µM; hit rate 0.12% among 330,000; P09923; purified IAP, CDP-Star luminescence, 30 min;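 active = inhibition reaching a set limit with compound at 10 µM in the primary screen, cut at about 35% in these data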;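 also: plate controls were DMSO wells with enzyme for no effect and no-enzyme buffer wells for full effect; values of inactives mirror those of a sister screen read the other way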
mIAP act: mouse IAP activation. AID 2805. hit rate 0.24% among 330,000. muIAP, CDP-Star luminescence, 30 min; active compounds read high; 1 = vehicle-only enzyme signal, 0 = enzyme-free wells. activation factor at 10 µM;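 active = activation factor of at least 2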; also: the source names both 10 and 20 µM as test concentration; values of inactives mirror those of a sister screen read the other way
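Assay system: mouse IAP enzyme / Compound: DMSO-dissolved test compounds / Timing: 30 min, room temperature / Measured by: luminescence from enzymatic CDP-Star hydrolysis / Control set: DMSO-only wells, enzyme-free buffer wells as negative control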
MIN6 prolif: MIN6 beta-cell proliferation induction; MIN6 cells proliferation, ATPlite luminescence, 48 h; cells starved in 0.2% serum; 100% = growth in 10% serum; proliferation, % at 10 µM; hit rate 0.29% among 330,000; AID 2380;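 active = compounds whose signal lies at least 3.5 SD above the mean of all wells on their plate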;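 also: 0% = DMSO-treated cells in low-serum medium and 100% = 10% serum control; some compounds called inactive have numbers as strong as hits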
MPTP block: permeability transition pore inhibition; isolated mouse mitochondria, Ca2+ swelling absorbance, 30 min; inhibition, % at 10 µM; hit rate 1.4% among 360,000; AID 602449;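 active = inhibition of 50% or more, scaled per plate between neutral and stimulator controls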;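 also: 0% = DMSO wells given calcium and 100% = 1 mM EGTA wells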
mIAP block: blocks mouse intestinal alkaline phosphatase | hit rate 0.2% among 330,000 | purified mouse IAP, CDP-Star luminescence, 30 min | inhibition, % at 10 µM;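 active = inhibition of at least 40% at 10 µM in the primary screen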;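 also: plate controls were DMSO with enzyme for no effect and no enzyme wells for full effect; values of inactives mirror those of a sister screen read the other way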
A3A deaminase: inhibitors of human APOBEC3A DNA deaminase. P31941. recombinant A3A, FAM/TAMRA ssDNA deamination fluorescence. inhibition, % at 20 µM. hit rate 0.41% among 330,000. AID 493011;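 active = at least 40% inhibition at 20 µM here, with at most 30% in a related deaminase screen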;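 also: plate controls were A3A with DMSO for no effect and wells lacking A3A enzyme for full effect; some results filed as inactive read as strong as hits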
Target sequence (P31941 whole entry, looked up): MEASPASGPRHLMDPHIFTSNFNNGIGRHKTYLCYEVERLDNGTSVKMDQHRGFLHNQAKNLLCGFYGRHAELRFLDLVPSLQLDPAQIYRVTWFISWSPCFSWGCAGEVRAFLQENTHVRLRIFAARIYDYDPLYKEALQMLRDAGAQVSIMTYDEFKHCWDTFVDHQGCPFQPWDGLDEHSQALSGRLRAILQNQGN
A3G deaminase: inhibitors of human APOBEC3G DNA deaminase. Q9HC16. recombinant A3G, ssDNA deamination FAM/TAMRA fluorescence. inhibition, % at 20 µM. hit rate 0.28% among 330,000. AID 493012;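 active = inhibition of at least 40% at 20 µM, with no more than 30% in the related APOBEC3A deaminase screen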;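 also: plate controls were DMSO wells with A3G for no effect and wells lacking A3G enzyme for full effect; some compounds called inactive have numbers as strong as hits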
Target sequence (Q9HC16 whole entry, looked up): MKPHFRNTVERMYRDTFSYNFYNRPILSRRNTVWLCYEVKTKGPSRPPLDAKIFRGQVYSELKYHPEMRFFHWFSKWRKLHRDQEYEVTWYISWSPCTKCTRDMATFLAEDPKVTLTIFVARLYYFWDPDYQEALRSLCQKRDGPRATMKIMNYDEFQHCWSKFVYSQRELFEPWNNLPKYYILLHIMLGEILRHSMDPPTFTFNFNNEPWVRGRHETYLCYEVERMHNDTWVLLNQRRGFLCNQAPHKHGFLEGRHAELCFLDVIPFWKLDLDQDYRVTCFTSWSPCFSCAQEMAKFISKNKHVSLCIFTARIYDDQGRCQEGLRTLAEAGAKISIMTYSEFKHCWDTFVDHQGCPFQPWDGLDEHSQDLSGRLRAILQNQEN
GRIN3A LBD mod: NR3A (human) ligand-binding domain modulation. NR3A LBD differential scanning fluorimetry, Tm shift; 0% = protein alone, 100% = glycine-bound protein. Tm shift relative to glycine control, % at 25 µM. hit rate 2.5% among 340,000;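 active = melting temperature shift of at least 10% of the positive control shift, at one fixed dose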
The depositor's hits bear a star; nt = not tested or not shown.

[1] COc1ccccc1NC(=O)Cc1noc(CSc2nnc(N)s2)n1
[2] C=CCn1c(O)c(N=NC(=O)OCC)c2ccccc21
[3] COc1cccc(OCC(=O)NNC(=O)c2ccc3ccccc3c2)c1
[4] COc1ccc(-c2noc(=O)n2Cc2ccc(F)cc2Cl)cc1
[5] O=C(Nc1ccc(Cl)cc1C(F)(F)F)C(Sc1cccc[n+]1[O-])c1ccccc1 (stereo not given)
[6] O=C(COC(=O)c1cc(S(=O)(=O)N2CCOCC2)ccc1Cl)NCc1ccc2c(c1)OCO2

assay / entry	1	2	3	4	5	6
hIAP act	0.98	1.2	1.4	1	1	1
hIAP block	2	-24	-44	-2	-4	-2
mIAP act	1.1	0.77	0.93	1	1	1
MIN6 prolif	-2	0	3	-3	6	-4
MPTP block	-2.0	-2.0	-1.4	-1.3	-0.5	-0.5
mIAP block	-13	23	7	-3	0	-2
A3A deaminase	-2	-4	1	-1	4	-1
A3G deaminase	-1	-7	-2	1	-8	-6
GRIN3A LBD mod	-2	1	-1	-1	-1	0

[7] OCC#CCSc1nnc(-c2ccc(Br)cc2)o1
[8] O=C(NCc1ccccc1)c1cc2ccccc2o1
[9] COc1ccc(CCNC(=O)C2CCN(C(=O)c3ccc(OC)c(OC)c3)CC2)cc1
[10] COc1ccc(CC(=O)N2N=C(C)CC2(O)C(F)(F)F)cc1 (stereo not given)
[11] Cc1cc(/C=N/NC(=O)c2ccncc2)c(C)n1-c1ccccc1
[12] O=C(Nc1ccc2ccccc2c1)c1cccnc1

assay / entry	7	8	9	10	11	12
hIAP act	1.1	1.1	1.2	1.1	1.2	1
hIAP block	-9	-6	-22	-6	-15	0
mIAP act	1	1.1	1.1	1	0.99	0.95
MIN6 prolif	-4	-1	-1	0	0	0
MPTP block	1.1	-5.2	-0.7	1.1	0.1	-1.2
mIAP block	-2	-13	-15	0	1	5
A3A deaminase	-1	3	3	-2	-5	2
A3G deaminase	-7	1	2	-7	-7	0
GRIN3A LBD mod	0	-2	-2	-3	-3	-5

3 compounds out of the list above, sorted by the number in A3A deaminase, highest first.
nr | smiles | hIAP act | hIAP block | mIAP act | MPTP block | mIAP block | A3A deaminase | A3G deaminase | GRIN3A LBD mod
5 | O=C(Nc1ccc(Cl)cc1C(F)(F)F)C(Sc1cccc[n+]1[O-])c1ccccc1 (stereo not given) | 1 | -4 | 1 | -0.5 | 0 | 4 | -8 | -1
9 | COc1ccc(CCNC(=O)C2CCN(C(=O)c3ccc(OC)c(OC)c3)CC2)cc1 | 1.2 | -22 | 1.1 | -0.7 | -15 | 3 | 2 | -2
1 | COc1ccccc1NC(=O)Cc1noc(CSc2nnc(N)s2)n1 | 0.98 | 2 | 1.1 | -2.0 | -13 | -2 | -1 | -2

Quoted at random: two compounds from above, in no set order.
[7] OCC#CCSc1nnc(-c2ccc(Br)cc2)o1
[9] COc1ccc(CCNC(=O)C2CCN(C(=O)c3ccc(OC)c(OC)c3)CC2)cc1

assay / entry	7	9
hIAP act	1.1	1.2
hIAP block	-9	-22
mIAP act	1	1.1
MIN6 prolif	-4	-1
MPTP block	1.1	-0.7
mIAP block	-2	-15
A3A deaminase	-1	3
A3G deaminase	-7	2
GRIN3A LBD mod	0	-2

Next compounds follow.
[13] O=C1NC(=Nc2cccnc2)S/C1=C/c1ccc(F)cc1
[14] S=C(NCCCN1CCOCC1)Nc1cccc(Cl)c1
[15] O=C(CSCc1ccccn1)Nc1ccccc1
[16] COc1ccc(C(=O)Nc2ccc(Cl)cc2F)cc1S(=O)(=O)N1CCCC1
[17] Cc1cc(C)c(COc2ccc(/C=N/n3c(C)n[nH]c3=S)cc2)c(C)c1
[18] O=C(C1CCCC1)N1CCN(S(=O)(=O)c2ccc(F)cc2)CC1

assay / entry	13	14	15	16	17	18
hIAP act	0.78	0.99	0.98	0.97	0.9	0.96
hIAP block	22	1	2	3	10	4
mIAP act	0.99	1.1	1	0.95	0.98	1.1
MIN6 prolif	-1	-2	-3	-3	0	-2
MPTP block	5.1	-0.8	-0.1	0.3	0.9	-0.7
mIAP block	1	-8	-3	5	2	-6
A3A deaminase	-2	1	-4	-3	2	-4
A3G deaminase	-9	0	-10	-7	-8	-4
GRIN3A LBD mod	1	0	-2	2	-3	3

Next section; it opens with the 2 that closed the last part.
[17] Cc1cc(C)c(COc2ccc(/C=N/n3c(C)n[nH]c3=S)cc2)c(C)c1
[18] O=C(C1CCCC1)N1CCN(S(=O)(=O)c2ccc(F)cc2)CC1
[19] CCCCn1c(N)c(N(CC)C(=O)c2ccc(C)cc2)c(=O)[nH]c1=O
[20] O=S1(=O)c2ccc(Br)cc2N2CCC[C@@H]2CN1Cc1ccccc1
[21] Cc1[nH]n(-c2cccc3ccccc23)c(=O)c1/C=N/c1sc2c(c1C#N)CCC2
[22] COc1ccc(N=Cc2nc(-c3ccccc3)oc2OC(=O)c2ccccc2)cc1
[23] Cc1nc(C)c(C(=O)OCC(=O)N(C)c2ccccc2)s1
[24] COc1ccc(-c2cc(C(=O)NCC3CCCO3)on2)cc1OC (stereo not given)

assay / entry	17	18	19	20	21	22	23	24
hIAP act	0.9	0.96	0.88	nt	0.86	1.1	1	0.82
hIAP block	10	4	12	nt	14	-9	-3	18
mIAP act	0.98	1.1	0.95	0.96	0.8	0.98	0.92	1
MIN6 prolif	0	-2	1	nt	-3	-6	1	3
MPTP block	0.9	-0.7	-0.3	-1.2	0.3	2.1	-0.4	-2.9
mIAP block	2	-6	5	4	20	2	8	-1
A3A deaminase	2	-4	-2	0	13	2	0	-1
A3G deaminase	-8	-4	1	1	4	-3	-4	-3
GRIN3A LBD mod	-3	3	0	0	-10	0	1	3

[25] CC(C)CN(C(=O)CN1C(=O)C2CCCCC2C1=O)c1c(N)n(Cc2ccccc2)c(=O)[nH]c1=O (stereo not given)
[26] COc1ccc2cnnc(SCC(=O)Nc3ccc(C(C)=O)cc3)c2c1OC
[27] CC(=O)Nc1cccc(NS(=O)(=O)c2cc3c4c(c2)CCN4C(=O)CC3)c1
[28] CCCc1cc(=O)oc2cc(OCC(=O)N3C[C@H]4C[C@@H](C3)c3cccc(=O)n3C4)c(Cl)cc12
[29] O=C(NNC(=S)NC(=O)C12CC3CC(CC(C3)C1)C2)c1ccncc1
[30] CCCCN(CCCC)CCCNC(=O)CN1C(=O)COc2ccc(S(=O)(=O)N3CCC(C)CC3)cc21

assay / entry	25	26	27	28	29	30
hIAP act	1.2	0.94	1.2	1	0.99	1.3
hIAP block	-21	6	-24	0	1	-33
mIAP act	0.94	0.94	1.1	0.92	0.98	1.2
MIN6 prolif	-2	2	1	-2	-2	-6
MPTP block	-1.9	0.9	-1.6	-1.0	8.4	-1.0
mIAP block	6	6	-6	8	2	-18
A3A deaminase	-1	-3	-2	0	-2	-6
A3G deaminase	-6	-9	-4	-7	-4	-5
GRIN3A LBD mod	4	10	-1	1	0	0

[31] Nc1nnc(CSCc2cccc(Br)c2)s1
[32] COC(=O)c1cc(OC)c(OC)cc1NC(=O)C(C)Sc1ccc(C)cc1 (stereo not given)
[33] O=C(COc1ccccc1C(=O)Nc1ccccc1)NCCc1ccccc1
[34] COc1ccc(OC)c(N2C(=O)CC(C(C)c3ccccc3)C2=O)c1 (stereo not given)
[35] CN(Cc1ccco1)c1ncnc2ccc(-c3ccoc3)cc12
[36] CCN(CC)C(=O)CSc1ncnc2c1nnn2-c1ccc(OC)cc1

assay / entry	31	32	33	34	35	36
hIAP act	0.9	0.96	1	1.2	1	0.95
hIAP block	10	4	0	-20	-4	5
mIAP act	1.2	1	1.2	1.1	1	1
MIN6 prolif	-1	1	-4	-5	-2	0
MPTP block	0.3	2.7	-2.6	-2.4	-0.8	1.3
mIAP block	-19	-3	-16	-8	-3	-1
A3A deaminase	-2	-5	2	-15	-1	-3
A3G deaminase	-6	-10	-1	-6	-3	-6
GRIN3A LBD mod	1	3	-7	0	-4	1

[37] Cc1ccccc1N(CC(=O)NCC1CCCO1)C(=O)C1(C)CC(=O)N=C2C=CC=CN21 (stereo not given)
[38] COc1ccc(OC)c(S(=O)(=O)N(C)CC(=O)N2CCCCC2)c1
[39] CCCCOc1ccc(/C=N/NC(=O)C2CCCNC2=O)cc1 (stereo not given)
[40] CCOC(=O)c1ccc(NC(=O)C(C)N2C(=O)c3ccccc3C2=O)cc1 (stereo not given)
[41] Cc1cc(OCC(=O)NC2CC(C)(C)NC(C)(C)C2)c2c(C)c(C)c(=O)oc2c1
[42] CCOC(=O)CSc1nc2ccccc2n1CC(=O)N(C(C)C)C(C)C

assay / entry	37	38	39	40	41	42
hIAP act	1.1	1.1	1.2	1.1	0.94	1
hIAP block	-13	-11	-22	-14	6	-2
mIAP act	1.1	0.97	1.1	1	1	0.88
MIN6 prolif	0	-1	-2	-2	-1	-2
MPTP block	-0.4	-0.1	-0.7	-0.2	1.1	-2.6
mIAP block	-9	3	-10	-1	-1	12
A3A deaminase	2	3	1	-2	-2	0
A3G deaminase	-3	-8	-3	-7	-3	-4
GRIN3A LBD mod	2	-2	0	2	0	-1

[43] CN1CCN(CCOCCOc2c(Cl)cc(Cl)cc2Cl)CC1
[44] CCCCn1c(SCC(=O)N2CCCCC2C)nc2cc(S(N)(=O)=O)ccc21 (stereo not given)
[45] CSc1ccccc1NC(=O)c1cnc2scc(C)n2c1=O
[46] CC(C)(C)C(=O)N1CCN(c2c(Cl)cccc2[N+](=O)[O-])CC1
[47] COc1ccc(CNC(=O)CSc2nc(-c3ccccc3)cc(-c3cccs3)c2C#N)cc1
[48] O=C(NCc1ccccc1)c1cc(-c2ccco2)on1

assay / entry	43	44	45	46	47	48
hIAP act	1.1	1.1	0.94	0.8	1.1	0.8
hIAP block	-10	-10	6	20	-8	20
mIAP act	0.95	1.1	0.9	0.9	0.94	0.92
MIN6 prolif	2	1	7	0	-5	-1
MPTP block	1.7	-1.3	0.2	0.9	10	-0.6
mIAP block	4	-6	10	10	6	8
A3A deaminase	-1	-2	0	0	-3	0
A3G deaminase	27	-6	-2	-2	-7	-2
GRIN3A LBD mod	0	2	0	-1	-3	-1

[49] COc1ccc2sc(N(CCN(C)C)C(=O)c3ccc4ccccc4c3)nc2c1
[50] Cc1ccc(NC(=O)COC(=O)Cn2cnc3c2c(=O)n(C)c(=O)n3C)cc1Cl
[51] O=c1cc(-c2cccs2)oc2ccc(Cl)cc12
[52] CCOc1ccc(N(CC(=O)NC2CCCC2)C(=O)CCC(=O)Nc2ccccn2)cc1
[53] COc1ccc(CNC(=O)NC(C)(C)c2cccc(C(C)(C)NC(=O)NCc3ccc(OC)cc3)c2)cc1
[54] COc1ccc(CN2CCNC(=O)C2CC(=O)NCc2cccc(C)n2)c(OC)c1 (stereo not given)
[55] O=C(CC(NC(=O)C(F)(F)F)c1ccccc1)Nc1nnc(CCc2ccccc2)s1 (stereo not given)
[56] Cc1ccc(CN2CCC(n3nccc3NC(=O)c3ccc4c(c3)OCO4)CC2)o1
[57] O=C(Nc1ccc(N2CCCCC2)cc1)c1cccnc1Cl

assay / entry	49	50	51	52	53	54	55	56	57
hIAP act	0.87	1.1	0.94	0.98	1.2	1	1.3	0.92	0.98
hIAP block	13	-14	6	2	-19	-4	-32	8	2
mIAP act	0.96	1.2	1.1	0.89	1.3	0.89	0.95	1.1	0.89
MIN6 prolif	0	4	1	-2	-2	0	-5	1	0
MPTP block	2.3	-0.5	0.3	-2.7	3.3	0.2	6.4	0.8	1.0
mIAP block	4	-16	-8	11	-25	11	5	-6	11
A3A deaminase	-2	2	0	-3	2	0	0	3	-2
A3G deaminase	-2	-2	0	-7	2	-6	2	-7	-4
GRIN3A LBD mod	2	0	-7	0	-2	3	-4	0	-4
